Bioassay records from PubChem BioAssay.
Hck-Nef inh: blocks Nef-activated human Hck kinase. inhibition, % at 20 µM. 0.68% of 220,000 active. Recombinant Hck-YEEI plus Nef, Z-Lyte FRET kinase assay. P08631. AID 463187;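 active = Hck-Nef kinase inhibition above about 50%, limit read from the data; inactive = inhibition below that limit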;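 also: 0% = DMSO with Hck plus Nef and 100% = Hck alone without Nef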
hK5 inh: kallikrein 5 (human) inhibition. inhibition, % at 5 µM. recombinant hK5, fluorogenic AMC substrate cleavage. 0.59% of 210,000 active. AID 873;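 active = inhibition of 40% or more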;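 also: 0% = enzyme controls without compound and 100% = no-enzyme blanks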
thrombin 1536: thrombin (human) inhibition; 0.26% of 220,000 active; alpha-thrombin, Boc-VPR-AMC fluorogenic substrate cleavage; AID 1046; inhibition, % at 5 µM;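 active = inhibition at or above 40%; inactive = inhibition below 40%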;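 also: 0% = enzyme with no compound and 100% = wells without enzyme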
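Material: human alpha-thrombin enzyme / Medium: pH 7.5 Tris (50 mM) with NaCl 150 mM, Tween 20 0.05% / Compound: single-point dosing at 5 µM, 0.2% DMSO / Incubation: enzyme reaction carried out at room temperature / Detection: AMC fluorescence, 355/460 nm / Read-out basis: percent inhibition scaled between no-compound controls and no-enzyme blanks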
14-3-3 Bad inh: disrupts binding of bovine 14-3-3 zeta to phospho-Bad peptide | P63103 | TR-FRET 14-3-3zeta/Dy647-pBad peptide displacement, 1 h | inhibition, % at 21.7 µM | 0.71% of 220,000 active | AID 781;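 active = inhibition above about 70%, limit read from the data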;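 also: 0% = full 14-3-3 plus peptide FRET controls and 100% = background without 14-3-3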
Target sequence (P63103 whole entry, looked up): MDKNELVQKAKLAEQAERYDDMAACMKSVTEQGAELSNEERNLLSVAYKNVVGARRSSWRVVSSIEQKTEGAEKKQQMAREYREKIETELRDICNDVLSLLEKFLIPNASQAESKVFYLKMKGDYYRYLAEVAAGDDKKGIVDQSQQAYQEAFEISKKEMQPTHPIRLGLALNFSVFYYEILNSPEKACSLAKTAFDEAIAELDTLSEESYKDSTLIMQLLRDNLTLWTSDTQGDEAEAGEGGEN
Runt-CBFb FRET: Runt domain-CBFb interaction inhibition | Cerulean-Runt/Venus-CBFb FRET ratio 530/480, 1 h | Q01196+Q13951 | inhibition, % at 20 µM | 0.46% of 220,000 active;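 active = inhibition over about 50% at 20 µM in the single-dose screen, limit read from the data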;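 also: 0% = DMSO wells and 100% = excess unlabeled CBFb competitor control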
Target sequence (Q01196 whole entry, looked up, the tested form may be a part): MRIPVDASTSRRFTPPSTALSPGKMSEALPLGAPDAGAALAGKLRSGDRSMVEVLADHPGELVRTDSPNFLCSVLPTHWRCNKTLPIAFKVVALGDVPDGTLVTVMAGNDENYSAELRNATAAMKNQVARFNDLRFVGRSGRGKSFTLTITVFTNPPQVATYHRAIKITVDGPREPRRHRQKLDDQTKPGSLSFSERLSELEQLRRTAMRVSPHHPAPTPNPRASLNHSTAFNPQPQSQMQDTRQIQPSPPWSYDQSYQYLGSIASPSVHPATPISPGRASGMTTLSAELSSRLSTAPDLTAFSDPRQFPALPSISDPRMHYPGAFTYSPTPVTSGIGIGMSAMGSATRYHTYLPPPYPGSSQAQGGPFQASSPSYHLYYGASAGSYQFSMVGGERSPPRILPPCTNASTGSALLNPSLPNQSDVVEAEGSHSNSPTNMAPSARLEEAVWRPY
Target sequence (Q13951 whole entry, looked up, the tested form may be a part): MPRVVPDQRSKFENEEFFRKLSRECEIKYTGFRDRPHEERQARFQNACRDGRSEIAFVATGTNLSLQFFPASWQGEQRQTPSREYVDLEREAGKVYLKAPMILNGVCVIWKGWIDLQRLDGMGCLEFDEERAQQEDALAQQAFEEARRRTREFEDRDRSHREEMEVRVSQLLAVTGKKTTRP
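Assay system: Cerulean-Runt domain fusion protein, energy donor; Signal: fluorescence energy transfer, 422 nm excitation, 530/480 nm emission; Timing: 1 h compound exposure, room temperature; Control set: unlabeled CBFb; Medium: Tris buffer pH 7.5 with salts and BSA; Compound: single test concentration of 20 µM, 1% DMSO final; Probe or stimulus: Venus-CBFb 100 nM.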
FXIIa inh: inhibitors of human coagulation factor XIIa. inhibition, % at 5 µM. 0.3% of 220,000 active. AID 800. purified FXIIa, Boc-QGR-AMC fluorogenic substrate, 2 h; in the data active = inhibition above about 40%;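 also: 0% = enzyme with no compound and 100% = blank without enzyme; many of its hits are not listed in these tables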
FXIa inh: inhibitors of human coagulation factor XIa. 0.14% of 220,000 active. P03951. purified FXIa, Boc-Glu-Ala-Arg-AMC fluorogenic substrate. inhibition, % at 5 µM;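 active = inhibition of at least 40%; inactive = inhibition below 40%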;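 also: fluorescence of freed AMC excited at 355 nm; 0% = enzyme without compound and 100% = no enzyme blank; many of its hits are not listed in these tables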
Runt-SMMHC FRET: Runt domain-CBFb-SMMHC interaction inhibition; 0.74% of 220,000 active; inhibition, % at 20 µM; Cerulean-Runt/Venus-CBFb-SMMHC FRET ratio 530/480, 1 h; Q01196+Q13951;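 active = mean inhibition across duplicate retests at 20 µM reaching about 50%, limit read from the data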;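 also: 0% = DMSO wells and 100% = wells with excess untagged CBFb-SMMHC; inhibitors lower the FRET ratio by blocking Runt binding to CBFb-SMMHC; some results filed as inactive read as strong as hits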
Wee1 stabilizer: human Wee1 degradation inhibition, primary screen. P30291. HeLa Luc-Wee1K328M stability, luciferase luminescence; 100% = proteasome inhibitor MG132 effect. reporter increase, % at 5 µM. 1.2% of 220,000 active;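 active = activation above the mean of all tested compounds plus 3 SD, set per screening run, cut at about 8.8% in these data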;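 also: cells exposed to compound for 20 h before luminescence read; 0% = DMSO alone and 100% = MG132 at 30 µM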
Active calls of the source: *; / = no result given; [ ] = dose if it differs, or a comment.

SMILES	Hck-Nef inh	hK5 inh	thrombin 1536	14-3-3 Bad inh	Runt-CBFb FRET	FXIIa inh	FXIa inh	Runt-SMMHC FRET	Wee1 stabilizer
Cc1nnc(SCc2nnc(-c3cccs3)o2)n1C	31	-5	-5	14	1	-3	0	-3	-1
Cc1ccc2[nH]c(-c3ccccc3)c(CN(C)C)c(=O)c2c1	1	-4	-4	9	33	9	-1	2	-2
O=C(Nc1nccs1)c1c(O)c2cccc3c2n(c1=O)CCC3	9	-22	2	10[fluorescence artefact?]	-5	11	0	-2	7
CN(C)S(=O)(=O)c1cccc(NC(=O)c2cnccn2)c1	-3	2	-1	-2	1	13	1	-1	0
Cc1cccc(NC(=O)CCn2cnnn2)c1	21	-2	-19	-13	2	7	-2	-1	-1
COc1cccc(Cn2c(C3CC3)nc3ccc(NC(=O)c4ccco4)cc3c2=O)c1	-1	12	0	7	-2	10	4	1	-1
O=C1c2ccccc2NC(c2cccs2)N1NS(=O)(=O)c1ccccc1 (stereo not given)	18	-2	-11	8	0	8	2	2	3
Cc1ccc(S(=O)(=O)NCCC(=O)OCC(=O)Nc2ccccc2Cl)cc1	12	34	20	-9	-2	23	30	1	0
CCn1c(SCC(=O)Nc2cc(C)on2)nnc1-c1ccccc1	7	-16	-5	-1	-3	3	-5	1	1
COCC(=O)N1CCCC(C(=O)c2ccc(Oc3ccccc3)cc2)C1 (stereo not given)	23	0	-4	-2	-3	9	-3	0	-3
Cc1cccc(Nc2nnc(SCC(=O)Nc3cccnc3Cl)s2)c1	5	-10	2	-3[fluorescence artefact?]	0	6	-7	-1	-1
COc1ccc(CNC(=O)CN(C)S(=O)(=O)c2ccc(Cl)cc2)cc1	16	-3	-5	3	3	6	-5	-1	-1
CCOCCCNC(=O)c1ccc(CS(=O)(=O)Cc2cccc(C)c2)o1	-1	-14	-2	-2	2	16	7	4	5
COc1ccc(/C=C\C(=O)NCc2ccc3[nH]c(C)cc3c2)cc1OC	-2	1	1	8	-1	8	7	-1	2
O=S(=O)(CCSc1nc2ccccc2o1)Cc1ccccc1	6	-1	-6	-2	0	3	0	-4	0
CC(=O)Nc1ccc(SCC(=O)OCC(=O)NC(=O)NC2CCCC2)cc1	18	4	-5	8	-1	9	2	1	2
Cc1ccc(NC(=O)COC(=O)CNC(=O)C2CCCCC2)c(Br)c1	-5	0	-3	-7	0	5	-2	-3	-3
CCOc1ccc(S(=O)(=O)Nc2ccc(C(=O)NN)cc2)cc1	30	5	19	-2	0	9	0	-1	-2
CC(=O)c1cccc(NC(=O)COC(=O)c2n[nH]c3ccccc23)c1	20	11	-6	-26	1	11	3	0	0
CCCCn1c(=O)cc(N2CCOCC2)[nH]c1=O	0	-4	-3	7	0	8	-1	0	-3
CCOCCCNC(=O)C(NC(=O)CNC(=O)c1ccccc1)c1ccc(C)cc1 (stereo not given)	-2	-21	-7	-7[fluorescence artefact?]	0	-1	-1	-4	-2
CCc1ccc(C(=O)NC(CCSC)C(=O)OC)cc1 (stereo not given)	-2	-1	-7	-9	0	8	-1	-2	-2
CCOC(=O)c1sc(NC(=O)c2ccc(Cl)s2)cc1C	3	-3	3	4	2	7	7	1	-1
COc1ccccc1N(CC(=O)NCCSc1ccc(Cl)cc1)S(C)(=O)=O	-1	-4	-2	0	-6	5	-4	-3	1
CCN(CC(=O)Nc1ccccc1C(=O)Nc1ccccc1)Cc1nc2ccccc2c(=O)[nH]1	19	-17	/	-5	-2	7	1	5	-3

(next part)
SMILES	Hck-Nef inh	hK5 inh	thrombin 1536	14-3-3 Bad inh	Runt-CBFb FRET	FXIIa inh	FXIa inh	Runt-SMMHC FRET	Wee1 stabilizer
COc1ccc(-c2c3c(=O)n(C)c(=O)n(C)c3cn2-c2ccccc2)cc1	2	-6	-8	-10	-1	3	-3	-6	-1
C(#Cc1ccccc1)CN1CCOCC1	23	-1	14	-9	22	9	-4	2	0
CCOC(=O)C1=C(CC)Nc2ccccc2N=C1NC(=O)c1oc2ccccc2c1C	21	2	7	-17	-1	3	-1	2	-2
CCOC(=O)c1cc2cc(F)ccc2nc1C	-6	-10	1	10	-1	7	2	-3	-2
COc1ccccc1N1CCN(CC(=O)Nc2ccc3c(c2)OCCO3)CC1	-1	0	-1	15	-3	9	-1	-5	1
COc1cc(C#N)ccc1OCC(=O)Nc1cccc(S(=O)(=O)N2CCCC2)c1	7	5	-1	-5	0	6	-1	2	-2
CCOC(=O)c1cnc(SC2CC(=O)N(c3ccc(C)cc3)C2=O)nc1N (stereo not given)	2	-1	-4	4	3	-5	-4	8	0
Cc1ccccc1C(=O)N1CCC(C(=O)Nc2cccc(F)c2)CC1	0	-4	7	6[fluorescence artefact?]	0	28	22	1	-1
CCCCc1cc(=O)oc2cc(C)cc(OC(C)C(=O)O)c12 (stereo not given)	0	-5	-2	5	3	8	-6	0	-1
O=C1NC2(CCc3ccccc32)C(=O)N1CCOc1ccc(Cl)cc1 (stereo not given)	-2	-9	-4	1	-2	7	-4	1	0
CCC(C)[C@H](N)c1cn([C@@H](CCCCN)C(=O)N2CCNCC2)nn1 (stereo not given in full)	-10	-2	1	2	0	10	0	-1	-2
CN(C)CCCN=C(NO)c1ccc(Cl)cc1Cl	21	-1	-7	-5	0	7	-2	1	2
COc1ccc(/C=N\NC(=O)C2C(=O)NCC2c2ccccc2)cc1O (stereo not given)	-1	5	3	4	-2	2	1	-11	0
O=C(Nc1ccccc1C(F)(F)F)N1CCN(c2ccccn2)CC1	9	18	0	-7	3	8	-3	3	-3
Cc1cc(C)n(-c2cccc(Cl)c2C#N)n1	23	5	1	20	1	11	3	1	13*
c1ccc(OCc2nnnn2-c2ccccc2)cc1	3	-11	-8	2	0	9	5	2	2
CSc1ccccc1NC(=O)c1cc(C)on1	4	2	-3	2	0	-3	3	-3	0
O=C(CCCN1C(=O)c2ccccc2C1=O)OC1CSCC1NC(=O)c1ccccc1 (stereo not given)	-1	-6	-5	-17	-2	2	-1	2	2
Cc1cc2n(n1)C(c1ccccc1)CC(c1ccc(Br)cc1)=N2 (stereo not given)	0	-13	-4	-11	-105	-1	6	-209	2
O=C(Cc1ccccc1[N+](=O)[O-])NCCSCc1c(F)cccc1Cl	0	-9	4	1	-1	14	-6	5	2
N#Cc1nc(-c2ccc(OCc3ccccc3)cc2)oc1N1CCC(C(N)=O)CC1	11	-16	0	20	-2	23	20	-6	-5
NNC(=O)CCN1CCN(C(c2ccccc2)c2ccccc2)CC1	-5	0	-4	-3	-2	4	-2	4	1
O=C(c1ccc(Br)cc1)N1CCN(S(=O)(=O)c2ccccc2)CC1	12	-2	-1	0[fluorescence artefact?]	3	14	0	0	-2
CC(=O)Nc1ccc(C(=O)OCC(=O)Nc2ccccc2F)cc1	20	8	-9	-12	0	8	-1	-4	0
O=C(Cc1ccccc1)Nc1ccc(NC(=O)C2CCCCC2)nc1	16	7	5	7	/	9	2	/	2

Ordered by the number under 14-3-3 Bad inh (smallest number first): 5 from the list above.
SMILES	Hck-Nef inh	hK5 inh	thrombin 1536	14-3-3 Bad inh	Runt-CBFb FRET	FXIIa inh	FXIa inh	Runt-SMMHC FRET	Wee1 stabilizer
O=C(CCCN1C(=O)c2ccccc2C1=O)OC1CSCC1NC(=O)c1ccccc1 (stereo not given)	-1	-6	-5	-17	-2	2	-1	2	2
CN(C)CCCN=C(NO)c1ccc(Cl)cc1Cl	21	-1	-7	-5	0	7	-2	1	2
O=C1NC2(CCc3ccccc32)C(=O)N1CCOc1ccc(Cl)cc1 (stereo not given)	-2	-9	-4	1	-2	7	-4	1	0
O=C(Cc1ccccc1)Nc1ccc(NC(=O)C2CCCCC2)nc1	16	7	5	7	/	9	2	/	2
Cc1cc(C)n(-c2cccc(Cl)c2C#N)n1	23	5	1	20	1	11	3	1	13*

Following part:
SMILES	Hck-Nef inh	hK5 inh	thrombin 1536	14-3-3 Bad inh	Runt-CBFb FRET	FXIIa inh	FXIa inh	Runt-SMMHC FRET	Wee1 stabilizer
COc1cccc(-c2nn(-c3ccccc3)cc2/C=C(\C#N)C(=O)NCCCn2ccnc2)c1	5	-22	-1	-12[fluorescence artefact?]	-5	13	6	-11	-3
COc1ccc(-c2nnc(SCc3ccccc3F)o2)cc1	1	-3	2	-3	-2	10	-4	-3	2
Cc1ccccc1OCc1nnc(SCC(=O)N2CCc3ccccc32)n1C	9	-10	-3	-8	-5	6	-4	0	-1
COc1ccccc1NC(C#N)c1ccccc1OCc1ccccc1 (stereo not given)	3	-6	2	1[fluorescence artefact?]	-4	1	6	-2	11*
N/C(=N\OC(=O)c1ccc(F)cc1)c1nonc1N	-1	-9	-8	11	-1	0	-7	0	1
Cc1ccc(Nc2cc(C(=O)NCCCN3CCOCC3)c3ccccc3n2)c(C)c1	23	5	-7	-17	0	6	-3	-1	0
COc1ccc(OC)c(-c2cc(C(=O)N3CCc4ccccc4C3)no2)c1	1	-8	3	6	-1	11	2	-1	-1
COc1ccc(/C(=C/Nc2cccc(Br)c2)C(C)=O)cc1OC	9	8	-7	-1	0	10	4	1	0
CCOC(=O)N1CCN(CC(=O)n2c(C)c(C)c3ccccc32)CC1	1	2	-5	72*	-3	3	4	1	-2
Cc1[nH]nc2c1C(c1cn[nH]c1-c1ccc(F)cc1)C(C#N)=C(N)O2 (stereo not given)	3	-31	-5	-21	4	5	1	1	-1
O=C(Nc1cccc(Cl)c1N1CCOCC1)c1cccnc1Cl	17	-2	-13	-7	1	3	-1	0	0
Cc1ccccc1C(=O)NCC(=O)NNC(=S)NC(=O)c1ccccc1	-2	-75	-4	-16	3	1	-8	6	-3
CN(C)CCNc1oc(COc2ccc(Cl)cc2)nc1C#N	1	7	-2	-24	0	-8	-5	1	1
CCOc1ccc(CN2CCN(CCCn3cccn3)CC2CCO)cc1 (stereo not given)	22	-1	-6	-6	0	4	-2	-5	2
Cc1[nH]c2c(C)cccc2c1CCNC(=O)C1CCCCC1C(=O)OCC(F)(F)F (stereo not given)	1	-26	-10	-18[fluorescence artefact?]	0	-1	-5	-1	-2
COC(=O)C(Cc1ccccc1)NC(=O)C(CC(C)C)NC(=O)OC(C)(C)C (stereo not given)	4	-12	-3	-5	-4	10	5	5	-4
CCOP(=O)(c1ccccc1)C1(C#N)CC1 (stereo not given)	5	-17	-1	0	-1	3	8	0	-2
CCCn1cc(SCC(=O)NCC2CCCO2)c2ccccc21 (stereo not given)	19	-3	-2	9	2	12	3	3	-2
COc1cc(OC)cc(-n2nc(C(=O)NCCCN3CCOCC3)c3ccccc3c2=O)c1	-4	14	-1	4	0	8	5	1	2
COc1cccc(C2c3[nH]c4ccccc4c3CCN2Cc2ncc[nH]2)c1 (stereo not given)	22	-8	-12	-12	2	8	-6	4	2
CCOc1ccccc1OCC(=O)Nc1ccc(S(=O)(=O)Nc2nc(C)cc(C)n2)cc1	-16	-5	3	2[fluorescence artefact?]	1	12	4	-1	-1
O=P(c1ccccc1)(c1ccccc1)C(O)c1ccco1 (stereo not given)	1	-8	2	-7[fluorescence artefact?]	1	7	-2	-5	4
COc1cc(C(=O)Nc2ccc3c(c2)N(C(=O)CN2CCN(C)CC2)c2ccccc2CC3)cc(OC)c1OC	12	-3	-6	21	0	-3	-5	1	3
O=C(NCN1C(=O)C2C3C=CC(C3)C2C1=O)Nc1nccs1 (stereo not given)	0	5	0	3	-3	8	7	-2	-1
